Screens deposited in PubChem BioAssay by National Center for Advancing Translational Sciences (NCATS).
KB-V1 MDR tox – kills drug-selected multidrug resistant KB-V1 cells; 3.4% of 400,000 active; Potency, µM (top dose mostly 46.1 µM), for the others: top-dose activity change, negative = cytotoxicity, actives largely listed as cytotoxic; AID 1347076; KB-V1 MDR cells viability, CellTiter-Glo, 72 h; note: potency is the fitted concentration of half-maximal effect; % is set by controls: 0 for no effect and ±100 for the full control effect; nearly all actives have a fitted effect of over 60% in size
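Drug-selected KB-V1 cells, grown in DMEM lacking phenol red with 10% FBS, receive compound titrations; after three days at 37 degrees C, surviving cell ATP is quantified by CellTiter-Glo luminescence and responses normalized and curve-fitted.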
TDP43 rescue – TDP-43 toxicity inhibition in yeast; TDP-43 expressing yeast growth rescue, BacTiter-Glo, 24 h; Potency, µM (top dose mostly 46.1 µM), for inactives: at the highest dose growth rescue (activation), most hits filed as activators; 1.8% of 410,000 active; note: potency is the fitted concentration of half-maximal effect; % of control where 0% means no effect; nearly all actives have a fitted effect of over 50% in size
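Yeast expressing TDP-43 (pregrown in raffinose, seeded at OD600=0.02 in galactose medium) exposed to compounds 24 hr at 30 deg C. Growth read by BacTiter-Glo luminescence; rescue of toxicity appears as increased signal.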
HEK293 tox – cytotoxicity in counter-screen for GLP-1R inverse agonists | 0.13% of 410,000 active | Potency, µM (doses to about 38.3 µM), for inactives: at the top dose activity change, negative = inhibition, hits mostly inhibitors | HEK293 cAMP-luciferase reporter cells, luminescence, 24 h;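 note: loss of luciferase light is scored as toxicity; potency is the fitted concentration of half-maximal effect; % is set by controls: 0 for no effect and ±100 for the full control effect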
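A 23 nL compound transfer followed 12 hours of cell culture at 37 deg C; exposure then lasted 24 hr. Luciferase assay detection reagent was dispensed and plates read for luminescence after a 12 min room-temperature wait.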
PTHR1 agonist – agonists of human PTHR1 parathyroid hormone receptor; Q03431; HEK293 GP2 PTHR1 cells, GloSensor cAMP luminescence, 1 h; Potency, µM (highest dose often 115 µM), without a hit: at the highest dose activation, usual class: activators; 0.075% of 410,000 active; AID 743266; note: potency is the fitted concentration of half-maximal effect; nearly all actives have a fitted effect of over 55% in size; some results filed as inactive show a strong effect at the top dose; inactives centre near -15; many of its hits are not listed in these tables
Target sequence (Q03431 whole entry, looked up): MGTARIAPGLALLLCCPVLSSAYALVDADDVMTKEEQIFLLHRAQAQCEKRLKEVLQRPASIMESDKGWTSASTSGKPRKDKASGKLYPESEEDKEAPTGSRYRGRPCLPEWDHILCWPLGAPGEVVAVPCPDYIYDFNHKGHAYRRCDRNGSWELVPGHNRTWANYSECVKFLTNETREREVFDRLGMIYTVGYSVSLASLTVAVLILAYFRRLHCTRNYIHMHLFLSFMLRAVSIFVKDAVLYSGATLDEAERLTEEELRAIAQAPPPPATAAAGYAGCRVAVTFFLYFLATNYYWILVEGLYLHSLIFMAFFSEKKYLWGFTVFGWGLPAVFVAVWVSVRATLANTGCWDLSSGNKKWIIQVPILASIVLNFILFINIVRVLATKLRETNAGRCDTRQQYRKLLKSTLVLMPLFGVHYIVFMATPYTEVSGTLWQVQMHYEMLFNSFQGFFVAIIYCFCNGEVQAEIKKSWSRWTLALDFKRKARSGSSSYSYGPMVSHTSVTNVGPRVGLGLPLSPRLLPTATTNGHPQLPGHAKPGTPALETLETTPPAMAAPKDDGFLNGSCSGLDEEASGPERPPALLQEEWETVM
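HEK-293-derived GP2 cells expressing PTHR1 and a GloSensor cAMP reporter, 3,000/well, plated overnight, given luciferin plus IBMX (each 0.5 mM as added) for 1 h at 37 °C, then compound for 1 h at 37 °C. Luminescence was read after 15 min at room temperature.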
D3 ag – activates the human D3 dopamine receptor; max activation, %; 0.58% of 410,000 active; P35462; D3R DiscoveRx beta-arrestin cells, luminescence, 90 min; in the data active = max activation above about 30%; note: 0% is about no effect; mostly tested at two doses, the higher about 12 µM
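Agonist-mode cell screen: cells plated at 1500/well and incubated overnight at 37 °C, then exposed to library compounds for 90 min at 37 °C. Detection reagent was added for 30–60 min at room temperature, and luminescence was read.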
GLP1R ag – GLP-1 receptor (human) agonism | P43220 | HEK293 GLP-1R CRE-luciferase, luminescence, 4-6 h; cells express a hypersensitive GLP-1R form | Potency, µM (highest dose often 45.6 µM), for inactives: top-dose activation, actives largely listed as activators | 0.007% of 380,000 active; note: potency is the fitted concentration of half-maximal effect; % of control where 0% means no effect
Target sequence (P43220 whole entry, looked up): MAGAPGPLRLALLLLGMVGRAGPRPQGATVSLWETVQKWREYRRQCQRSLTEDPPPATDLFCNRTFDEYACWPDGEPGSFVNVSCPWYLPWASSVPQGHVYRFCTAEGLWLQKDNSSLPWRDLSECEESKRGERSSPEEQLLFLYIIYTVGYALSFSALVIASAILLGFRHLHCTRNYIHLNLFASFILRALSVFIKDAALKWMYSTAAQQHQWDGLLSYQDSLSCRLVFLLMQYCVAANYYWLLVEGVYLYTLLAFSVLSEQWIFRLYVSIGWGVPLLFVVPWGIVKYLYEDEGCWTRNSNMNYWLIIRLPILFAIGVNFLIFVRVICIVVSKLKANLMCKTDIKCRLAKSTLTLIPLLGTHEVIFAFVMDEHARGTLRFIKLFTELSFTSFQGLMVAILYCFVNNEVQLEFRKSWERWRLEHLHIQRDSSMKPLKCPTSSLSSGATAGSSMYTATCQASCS
DRD3 antagonist – blocks the human D3 dopamine receptor. P35462. D3R cells, DiscoveRx beta-arrestin luminescence, antagonist mode; hits give low values. max response, negative = inhibition, %. 2.5% of 360,000 active. AID 652054; in the data active = max response below about -50%; inconclusive = no clear call, values can overlap the other calls; note: % is set by controls: 0 for no effect and ±100 for the full control effect; mostly tested at two doses, the higher about 12 µM
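Cells expressing the human receptor were seeded at 1500 cells/well, incubated overnight at 37 degrees C in 5% CO2, then exposed to library compounds with dopamine controls for 90 minutes at 37 degrees C before luminescent detection.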
aSyn rescue – inhibitors of alpha-synuclein toxicity in yeast | 0.14% of 370,000 active | Yeast expressing alpha-synuclein, growth rescue, BacTiter-Glo, 24 h | Potency, µM (top dose mostly 46.1 µM), inactives show top-dose growth rescue (activation), most hits filed as activators; note: potency is the fitted concentration of half-maximal effect; % of control where 0% means no effect; nearly all actives have a fitted effect of over 65% in size
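Galactose-induced alpha-syn yeast (OD600=0.02, raffinose-pregrown) + pinned cpd, 24 hr, 30 deg C; growth by BacTiter-Glo luminescence. Growth restoration scores as activation.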
GLP1R inv ag – GLP-1 receptor (human) inverse agonism. P43220. HEK293 GLP-1R CRE-luciferase, luminescence, 24 h; GLP-1R form is constitutively active. Potency, µM (top dose mostly 38.3 µM), without a hit: at the highest dose activity change, negative = inhibition, hits mostly inhibitors. 1.6% of 410,000 active. AID 624417; note: potency is the fitted concentration of half-maximal effect; % is set by controls: 0 for no effect and ±100 for the full control effect; nearly all actives have a fitted effect of over 55% in size
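Inverse agonists were sought by their lowering of basal cAMP reporter luciferase output in HEK293 cells stably carrying constitutively active human GLP-1R, after 24 h compound treatment.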
The depositor's hits bear a star; i = inactive; ? = inconclusive; . = no result given; [ ] = dose if it differs, or a comment. Unless noted, calls come from the whole dose curve; as a rule, active = well fitted curve in the direction sought with a large enough effect; inconclusive = small, poorly fitted or top-dose-only effect, or another doubt; inactive = no such curve, though single readings can be large; an effect the other way counts as inactive or inconclusive. Not all compounds are listed (hit frequency here may not be typical).

Values run as follows: KB-V1 MDR tox	TDP43 rescue	HEK293 tox	PTHR1 agonist	D3 ag	GLP1R ag	DRD3 antagonist	aSyn rescue	GLP1R inv ag
Cc1ccc(NC(=O)c2ccc(NC(=O)N3CCSc4nc(C)cc(C)c43)cc2)c(Cl)c1
  6%	4%	22%	-1%	1	.	.	.	12%
COc1ccccc1NC(=O)NCCCN1CCN(c2cccc(Cl)c2)CC1
  1%	3%	-13%	-1%	1	4%	-108*	1%	?
CC1CCCN(C(=O)CSc2cnc3ccccc3n2)C1 (stereo not given)
  9.2µM*	9%	-7%	i	9	36%	-11	-1%	?
CCCOc1ccccc1C1CC(=O)Nc2cc3c(cc21)OCCO3 (stereo not given)
  2.6µM*	11%	?	-14%	-2	-1%	3	11%	?
Cc1ccc(S(=O)(=O)Nc2ncnc3ccccc23)cc1
  -4%	-15%	8%	-25%	-8	7%	-3	1%	8%
Cc1nn(C)cc1CN(C)C(=O)C1CCC(=O)N(CCc2cccc(F)c2)C1 (stereo not given)
  -10%	3%	2%	i	-3	-4%	-19	-2%	13%
COc1ccc(NC(C)=O)cc1S(=O)(=O)NCc1ccc2c(c1)OCO2
  -27%	4%	6%	-2%	0	-3%	-26	-3%	-17%
COc1ccc([N+](=O)[O-])cc1NC(=O)c1ccc(N2C(=O)CCC2=O)cc1
  3%	-11%	0%	i	1	4%	-4	0%	-3%
CC1CC(C)CN(C(=O)COc2cccnc2[N+](=O)[O-])C1 (stereo not given)
  0%	-12%	-11%	-16%	-3	10%	1	-3%	-31%
COC(=O)[C@H](C)NC(=O)Nc1cccc(C)c1
  23%	?	-5%	i	2	0%	5	0%	6%
CCOC(=O)c1c(NC(=O)c2ccc(OC)cc2)sc2c1CCCCC2
  1%	6%	7%	-5%	1	.	.	.	1%
Cn1c(=O)c2c(ncn2Cc2nnc(N)s2)n(C)c1=O
  9%	-5%	0%	i	6	6%	1	3%	1%
CC(=O)c1ccc(C(=O)N2CCCC(N3CCN(c4ccc(F)cc4)CC3)C2)s1 (stereo not given)
  ?	6%	13%	-21%	-4	-5%	6	0%	-17%
COc1ccc(-c2cc(C(=O)N3CCN(S(=O)(=O)c4ccccc4)CC3)[nH]n2)cc1
  -14%	-6%	-1%	-60%[inhibitor]	-7	-1%	-19	-2%	-22%
COc1ccccc1C(=O)N/N=C(\C)CC(=O)Nc1ccccn1
  -8%	-13%	1%	i	-7	7%	-28	-1%	12%
COc1ccc(NC(=O)Nc2cc(C(=O)O)ccc2N2CC3CC(C2)c2cccc(=O)n2C3)c(OC)c1 (stereo not given)
  ?	13%	-2%	i	3	1%	7	8%	12%
O=C(CCCn1c(=O)[nH]c2ccsc2c1=O)N1CCN(c2ccccn2)CC1
  1%	5%	-5%	i	6	8%	-12	-1%	10%
Clc1ccc(OCc2cnc(Cl)s2)cc1
  ?	-12%	-9%	i	-1	1%	13	-5%	-4%
COc1ccc(OC)c(-c2csc(N(Cc3ccco3)C(=O)c3ccco3)n2)c1
  -7%	0%	10%	i	13	2%	-19	0%	7%
O=C(NN=Cc1ccc2c(c1)CCC2)c1ccccc1O
  -1%	24%	3%	-52%[inhibitor]	1	10%	10	-3%	9%
COC(=O)\C(C(C)=O)=C(/C=C/C=C/N(C)C)N(C)C
  26%	-10%	?	18%[57.5 µM]	2	-8%	-11	-7%	2%
O=C(c1ccc(OCc2cn3ccccc3n2)cc1)N1CCN(S(=O)(=O)c2ccccc2F)CC1
  -19%	9%	-3%	-11%	9	17%	13	1%	21%
CC(=O)Nc1ccc(NC(=O)C(F)(F)F)cc1
  -2%	15%	21%	i	4	-1%	6	-8%	0%
COc1cc(NC(=O)Cc2ccc([N+](=O)[O-])cc2)c(C(=O)O)cc1OC
  12%	-10%	-18%	i	3	-1%	12	1%	?
O=C(COC(=O)c1ccc(Cl)c(S(=O)(=O)N2CCCCCC2)c1)NCc1ccccc1
  16%	22%	?	-17%	-7	7%	0	5%	-27%
COc1ccc(Br)cc1CN(C)CC(=O)Nc1cc(Cl)ccc1Cl
  7.3µM*	17%	-10%	i	-1	0%	34	2%	1%
COc1ccc(-c2cc3ccc(O)c(CN4CCOCC4)c3oc2=O)cc1OC
  ?	1%[9.22 µM]	.	-23%	5	.	.	.	8%
O=C(c1ccc(COc2ccccc2Br)o1)N1CCCCCC1
  -19%	14%	-11%	-17%[57.5 µM]	-13	0%	-25	13%	0%
CCOC(=O)c1cc2cc([N+](=O)[O-])ccc2oc1=O
  18%	-25%	-6%	-13%	3	1%	2	5%	9%
CC(=O)N1CCc2cc(S(=O)(=O)NC(Cc3ccccc3)C(=O)O)ccc21 (stereo not given)
  ?	0%	-3%	i	22	-4%	4	-6%	3%

Reprinted from the part before: two entries; new compounds follow.
Values run as follows: KB-V1 MDR tox	TDP43 rescue	HEK293 tox	PTHR1 agonist	D3 ag	GLP1R ag	DRD3 antagonist	aSyn rescue	GLP1R inv ag
CCOC(=O)c1cc2cc([N+](=O)[O-])ccc2oc1=O
  18%	-25%	-6%	-13%	3	1%	2	5%	9%
CC(=O)N1CCc2cc(S(=O)(=O)NC(Cc3ccccc3)C(=O)O)ccc21 (stereo not given)
  ?	0%	-3%	i	22	-4%	4	-6%	3%
COc1ccc(Cl)cc1C(=O)Nc1ccccc1N1CCN(C(=O)C(C)C)CC1
  0%	1%	?	3%	-10	5%	-13	21%	?
CCOC(=O)C1(CCCc2ccccc2)CCN(C(=O)C2=C(C)OCCO2)CC1
  ?	-17%[0.397 µM]	-9%	-14%	3	10%	8	16%	?
Cc1ccc(NC(=O)CN(C)CC(=O)Nc2ccccc2C#N)cc1
  ?	24%	-26%	i	4	11%	9	5%	-5%
Cc1ccc(C(=O)O/N=C(\N)c2ccccn2)cc1Cl
  10%	7.1µM*	-5%	i	3	-5%	-24	-12%	?
Cc1ccc(CNS(=O)(=O)c2cc3c(cc2Cl)NC(=O)CO3)o1
  -1%	-13%	-1%	-19%	-7	.	.	.	5%
O=C(COc1ccccc1F)c1ccc(O)cc1O
  ?	-8%	-8%	i	-5	-8%	18	-8%	2%
Cc1c(NCc2cccnc2)cccc1C(=O)O
  ?	-29%[1.82 µM]	1%	-20%	-15	7%	0	-5%	-4%
Cc1ccc(C(=O)CCNc2ccccc2)o1
  6%	3%	6%	-16%[57.5 µM]	1	-4%	41	1%	4%
CCOc1ccc(-c2[nH]nc3c2C(c2ccc(O)cc2)C(C#N)=C(N)O3)cc1 (stereo not given)
  3%	-15%	-7%	-3%[57.5 µM]	1	7%	7	-4%	0%
O=C(Nc1ccc(Cl)cc1)OC(CN1CCCCC1)C(F)(F)F (stereo not given)
  -14%	-9%	3%	-7%[57.5 µM]	-3	-3%	2	-8%	?
CCC(=O)OCCn1c(Br)nc2c1c(=O)[nH]c(=O)n2C
  3%	-2%	31%	-19%	-4	1%	5	-3%	13%
CSc1ccc(CNC(=O)C2(C)CCCN(C(C)C)C2)cc1 (stereo not given)
  3%	14%	-6%	i	2	1%	-19	5%	-3%
Cc1noc(C)c1COc1ccc(C(=O)OCC(=O)Nc2ccc(C(=O)N(C)C)cc2)cc1
  1%	2%	14%	-22%	-8	-1%	0	1%	22%
O=C(O)c1cccc(NC(=S)N/N=C/c2cccnc2)c1
  0%	-6%	-11%	i	8	-5%	3	5%	-58%
O=C(/C=C/c1ccc(Cl)cc1)c1cccnc1
  ?	?	?	-38%[inhibitor]	-4	-32%[inhibitor]	?	26%	10%
Cc1cc(C)n2cc(CSc3nnnn3-c3ccc(Cl)cc3)nc2n1
  ?	-9%	23%	i	-10	13%	3	0%	15%
Cc1cnc(CN(C)C(=O)C2CCC(=O)N(CCc3cccc(F)c3)C2)[nH]1 (stereo not given)
  19%	-8%	1%	-10%	2	-2%	-9	-12%	-19%
CS(=O)(=O)N(CC(=O)Nc1ccccc1-c1ccccc1)c1ccc(F)cc1
  -26%	0%	-4%	i	1	7%	-2	-9%	?
COc1ccc(/C=C/C(=O)O)cc1S(=O)(=O)N1CCC(C)CC1
  0%	14%	-4%	?	3	-1%	15	11%	-6%
COC(=O)c1sc2nc3c(cc2c1N)COC(C)(C)C3
  -8%	0%	-1%	-31%[inhibitor]	3	-2%	-18	1%	1%
CC1CCc2sc(NC(=S)NC(=O)c3ccccc3)c(C#N)c2C1 (stereo not given)
  ?	15%	?	-26%	13	9%	13	-5%	5%
C=CCN(CC=C)CC(=O)Nc1ccc(S(N)(=O)=O)cc1
  -12%	3%	14%	i	-6	3%	-3	4%	5%
COc1ccc(-c2noc(COc3ccc4c(c3)OCO4)n2)cc1
  11%	-13%	7%	-4%[57.5 µM]	4	2%	14	2%	10%
COC(=O)c1cnn(-c2ccc(C(=O)Nc3ccc(C(C)=O)cc3)cc2)c1N
  26%	0%	4%	-17%	-1	.	.	.	-2%
Cc1cc2c([nH]c3ccccc32)c(C)n1
  6%	0%	6%	-1%	12	0%	12	3%	11%
CC(C)Cc1cc(C(=O)N2CCCC(CCC(=O)N(C)CCc3ccccn3)C2)no1 (stereo not given)
  -26%	-5%	-18%	-11%	13	16%	-5	1%	-13%
NC(=O)c1nsc(C(=O)N(c2ccccc2)C(C(=O)NC2CCCCC2)c2ccc(O)cc2)c1N (stereo not given)
  23%	3%	-8%	-53%[inhibitor]	2	21%	15	-7%	37%[activator]
O=C(CSc1nnc(NC(=O)c2cc(Br)ccc2Cl)s1)NCC1CCCO1 (stereo not given)
  18%	-2%	-6%	-1%	2	-1%	9	-2%	-13%
